# Source: PubChem BioAssay (several laboratories)
# MITF TRPM1 HTS: increases MITF-driven TRPM1 promoter luciferase signal. SK-MEL-5 TRPM1-promoter luciferase, 24 h; % of positive control, neutral wells = 0. activation, % at 12.5 µM. hit rate 0.75% among 300,000;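 active = mean activation of at least 80% with every replicate also reaching 80%; inconclusive = mean reaches 80% but some replicate falls short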;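 also: 0% = neutral control wells and 100% = parthenolide positive control wells; values of inactives mirror those of a sister screen read the other way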
# Arrestin-AP2 inh: inhibitors of human beta-arrestin and AP2 interaction | FITC-arrestin peptide / GST-AP2 beads, flow cytometry; AP2 beta2 appendage carries R879A mutation | AID 504490 | hit rate 0.31% among 340,000 | inhibition, % at 10 µM;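 active = inhibition above a set limit, near 3 SD of compounds lacking own fluorescence, cut at about 54% in these data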;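 also: plate controls were DMSO wells for no effect and 5 µM unlabelled arrestin peptide for full effect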
#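 Test system: GST-tagged AP2 beta2-adaptin appendage (R879A) on 4 µm glutathione beads; also added: fluorescein-tagged arrestin peptide at 50 nM final; timing: 12 min plus 1 h, RT; signal: flow cytometry, FL1 (488/535 nm); read-out: percent drop in bead-associated FITC signal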
# PKA-R1A activ: PKA-R1A complex activation; P00514+P68181; PKA-R1A dissociation, Cy5-IP20 fluorescence polarization; scaled: DMSO 0%, 113 µM cGMP 100%; activation, % at 11.4 µM; hit rate 0.083% among 340,000;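 active = percent activation above the mean of all tested compounds plus 3 SD, cut at about 19% in these data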;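 also: higher means more PKAc released from R1A so a rise in polarization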
# CDK5 p35 inh: inhibitors of human CDK5/p35 kinase. Recombinant CDK5/p35, ADP-Glo luminescence, 60 min. Q00535+Q15078. inhibition, % at 10 µM. hit rate 0.01% among 330,000;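 active = highest replicate inhibition of at least 50% and at least 75% of replicates reaching 50%; inconclusive = only one of the two criteria met; inactive = both criteria failed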;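 also: plate controls were DMSO neutral control for no effect and GW8510 at 10 µM for full effect; many of its hits are not listed in these tables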
# PKA-R2B act: PKA-R2B complex activation; P22694+P31323; hit rate 0.079% among 340,000; activation, % at 11.4 µM; PKA-R2B holoenzyme dissociation, Cy5-IP20 fluorescence polarization; R2B truncated from residue 108, S112A mutant; 0% DMSO only, 100% 113 µM cGMP;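 active = activation above a cutoff set at the mean over all compounds plus 3 SD, cut at about 18% in these data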;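 also: higher means more holoenzyme dissociation and a rise in polarization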
# SR-BI uptake up: SR-BI HDL lipid transfer activation; CHO ldlA[mSR-BI] cells, DiI-HDL uptake fluorescence, 3 h; 100 = double the neutral-control signal; activation, % at 12.5 µM; hit rate 0.096% among 320,000;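 active = mean replicate activation of at least 60% and every replicate at or above 60%; inconclusive = mean or all-replicate condition met, but not both; inactive = mean below 60% and not all replicates reaching 60%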;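 also: 0% = median plate neutral-control signal and 100% = twice that signal; values of inactives mirror those of a sister screen read the other way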
#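 system = CHO ldlA[mSR-BI] cells, LDL receptor-null, SR-BI overexpressing | medium = Ham's F12 with 0.5% BSA, HEPES 25 mM, pH 7.4 | probe or stimulus = DiI-HDL 10 µg/mL | compound dosing = single-point compound dose | incubation = compound exposure 3 h, 37 °C | technique = DiI fluorescence, bottom read | read-out = cell-associated DiI fluorescence as measure of HDL uptake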
# dFosB activator: mouse delta FosB homodimer activation | P13346 | purified delta FosB, TAMRA-CDK5 oligo fluorescence polarization; percent of positive-control signal above neutral wells | activation, % at 25 µM | hit rate 0.99% among 340,000 | AID 493131;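 active = mean activation above about 17%, with every replicate also reaching it, limit read from the data, passing the limit was not always enough; inconclusive = only one of the two conditions met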;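 also: fluorescence polarization rise as delta FosB binds a TAMRA Cdk5 AP-1 oligo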
# SUMO Mot1 rescue: SUMOylation pathway inhibition by Mot1-301 growth rescue; S. cerevisiae Mot1-301 growth rescue, ATP luminescence, 38.5C; percent above DMSO median, 100 means doubled; hit rate 1% among 320,000; growth rescue, % at 18.8 µM; AID 2716;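 active = every valid replicate shows activation above 250% relative to neutral control wells; inactive = the rest, any valid replicate at or below 250%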;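 also: OY570 slx delta 5 strain wells were the positive control but not used for scaling; some compounds called inactive have numbers as strong as hits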
# SR-BI HDL uptake: blocks mouse SR-BI lipid uptake from DiI-HDL; inhibition, % at 12.5 µM; AID 488896; hit rate 0.96% among 320,000; Q61009; ldlA[mSR-BI] CHO cells, DiI-HDL uptake fluorescence, 3 h;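 active = mean replicate inhibition of at least 70% and a set share of replicates each scoring 70 or more; inconclusive = meets just one of the two criteria; inactive = fails both criteria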;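 also: 0% = median of neutral control wells and 100% = median of positive control wells; values of inactives mirror those of a sister screen read the other way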
# Pemphigus Ab inh: blocks pemphigus antibody binding to human desmoglein-3 | P32926 | DSG3-coupled beads, scFv-anti-DSG3-GFP binding, flow cytometry; stronger effect = lower value | binding (percent of control), % at 10 µM | hit rate 0.48% among 310,000;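 active = binding more than 3 SD below its plate's average and above zero; inconclusive = below that plate limit but binding exactly zero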; also: some compounds called inactive have numbers as strong as hits
# Target sequence (P32926 whole entry, looked up): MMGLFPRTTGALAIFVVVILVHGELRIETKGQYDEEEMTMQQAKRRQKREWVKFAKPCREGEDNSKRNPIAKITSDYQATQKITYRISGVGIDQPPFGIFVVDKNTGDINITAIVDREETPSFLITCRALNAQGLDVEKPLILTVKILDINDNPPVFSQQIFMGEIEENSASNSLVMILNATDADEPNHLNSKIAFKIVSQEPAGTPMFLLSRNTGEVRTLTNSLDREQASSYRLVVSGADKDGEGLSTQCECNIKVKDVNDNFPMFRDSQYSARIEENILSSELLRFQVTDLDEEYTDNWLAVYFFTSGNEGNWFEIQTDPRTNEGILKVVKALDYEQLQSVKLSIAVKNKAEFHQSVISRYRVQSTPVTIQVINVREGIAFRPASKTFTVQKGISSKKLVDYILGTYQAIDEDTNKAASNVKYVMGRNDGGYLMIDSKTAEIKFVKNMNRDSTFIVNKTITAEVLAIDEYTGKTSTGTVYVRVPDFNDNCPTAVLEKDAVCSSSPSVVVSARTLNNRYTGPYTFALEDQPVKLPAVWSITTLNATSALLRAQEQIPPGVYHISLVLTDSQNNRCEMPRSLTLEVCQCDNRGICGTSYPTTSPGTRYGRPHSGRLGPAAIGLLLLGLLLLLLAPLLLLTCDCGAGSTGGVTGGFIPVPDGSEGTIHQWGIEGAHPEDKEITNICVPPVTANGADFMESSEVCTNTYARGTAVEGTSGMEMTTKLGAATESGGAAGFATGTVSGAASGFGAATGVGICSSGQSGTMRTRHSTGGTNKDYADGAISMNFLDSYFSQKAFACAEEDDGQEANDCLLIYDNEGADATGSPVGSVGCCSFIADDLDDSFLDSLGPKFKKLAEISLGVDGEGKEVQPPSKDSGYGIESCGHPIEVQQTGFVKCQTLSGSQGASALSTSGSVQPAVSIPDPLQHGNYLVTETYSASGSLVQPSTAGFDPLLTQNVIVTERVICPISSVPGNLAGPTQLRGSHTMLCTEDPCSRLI
# NSD2 HMT inh: inhibitors of human histone methyltransferase NSD2; hit rate 0.54% among 310,000; inhibition, % at 12.5 µM; NSD2 peptide methylation, AlphaScreen, 120 min; O96028; AID 743445; in the data active = inhibition above about 50%
# * = called active by the depositor; ? = inconclusive; nt = no result given; & = joins results of further samples.
SMILES,MITF TRPM1 HTS,Arrestin-AP2 inh,PKA-R1A activ,CDK5 p35 inh,PKA-R2B act,SR-BI uptake up,dFosB activator,SUMO Mot1 rescue,SR-BI HDL uptake,Pemphigus Ab inh,NSD2 HMT inh
OCC#CCSc1nnc(-c2ccc(Br)cc2)o1,29,3,-13,1.2,2,-16,0,-3,16,104,-1
O=C(COC(=O)c1cc(S(=O)(=O)N2CCOCC2)ccc1Cl)NCc1ccc2c(c1)OCO2,nt,40,7,0.4,2,4,-2,0,-4,nt,0
O=C(Nc1ccc(Cl)cc1C(F)(F)F)C(Sc1cccc[n+]1[O-])c1ccccc1 (stereo not drawn),-2,-2,1,-0.5,-6,22,-15,-6,-22,119,nt
COc1ccc(-c2noc(=O)n2Cc2ccc(F)cc2Cl)cc1,-4,-5,-4,0.6,-9,-8,-1,243,8,108,-3
O=C(O)CSc1cc(NS(=O)(=O)c2ccc(Br)cc2)c2ccccc2c1O,-46,29,-1,18,1,0,-13,-9,0,91,107*
COc1cccc(OCC(=O)NNC(=O)c2ccc3ccccc3c2)c1,-4,5,6,-2.9,0,nt,-3,5,-14,105,-4
C=CCn1c(O)c(N=NC(=O)OCC)c2ccccc21,5,1,6,0.1,-2,-16,2,4,16,102,4
COc1ccccc1NC(=O)Cc1noc(CSc2nnc(N)s2)n1,-6,15,-17,-0.8,-8,-15,6,-17,15,115,2
Cn1c(=O)c(=O)n(C)c2cc(S(=O)(=O)NCc3ccc(Cl)cc3)ccc21,13,-8,5,-2.4,-8,6,2,-2,-6,100,0
CCOC(=O)C1CCCN(C(=O)c2sc3nc(C)nc(N(CC)CC)c3c2C)C1 (stereo not drawn),6,-5,1,-1.0,7,10,-5,-17,-10,100,-3
CC1CCN(S(=O)(=O)c2ccc(S(=O)(=O)N3CCC4(CC3)OCCO4)cc2)CC1,3,4,-15,0.1,-1,14,-5,-5,-14,95,-3
CC(CN1C(C)CCCC1C)OC(=O)c1cccc(Br)c1 (stereo not drawn),3,2,-3,0.8,0,2,-3,-1,-2,112,0
O=C(Cn1nc(-c2ccccc2)c2ccccc2c1=O)NN1CCOCC1,8,41,-7,-0.8,6,11,7,-13,-11,107,-1
CN(c1ccccc1)S(=O)(=O)c1cc(C(=O)NCCCn2ccnc2)ccc1Cl,4,-29,-6,-0.6,-7,-6,0,10,6,101,-5
Cc1ccc(CNC(=O)CCNC(=O)Cn2ccc3ccccc3c2=O)o1,nt,4,2,0.6,-7,-11,1,10,11,101,nt
Nc1nc2c(s1)C(=O)CC(c1ccccc1)C2 (stereo not drawn),-5,-3,-5,0.3,0,14,1,156,-14,101,-1
CCOC(=O)Cn1nc(Cc2ccccc2)c2ccccc2c1=O,-3,-9,-9,-4.2,-9,8,-2,-2,-8,96,-1
CC1CCN(C(=O)CSc2nc(C3CC3)nc3ccccc23)CC1,-14,-5,0,0.5,-2,nt,-9,4,nt,122,5
Cc1nnc(Sc2c(N)n(C)c(=O)[nH]c2=O)s1,-10,-1,10,-1.6,-8,8,-1,1,-8,94,6
CC(C)(C)Nc1nc(Cl)nc(NC2CCCCC2)n1,nt,4,-4,0.4,-2,0,3,-8,0,100,-3
COc1cc(/C=C/C(=O)NCc2nc3ccccc3[nH]2)cc(OC)c1OC,2,-13,-12,-0.1,-9,-9,-3,-15,9,90,nt
CCOc1ccc(NC(=O)C2C3C=CC4(CN(C(C(=O)OC)C(C)C)C(=O)C24)O3)cc1 (stereo not drawn),nt,-1,7,0.3,-12,-6,-5,-7,6,108,nt
O=c1cc(O)c2c(=O)n(Cc3ccccc3)c3ccccc3c2o1,-15,46,1,0.2,-7,12,0,0,-12,nt,5
COc1ccc([C@H]2CC(=O)C=C(c3ccc(Cl)c(C(F)(F)F)c3)C2)cc1OC,nt,4,-12,0.4,-23,-34,-12,-9,34,111,nt
COc1ccccc1CNC(=O)c1ccc(-c2ccccc2Cl)o1,40,-1,-1,-1.1,2,-7,0,-4,7,103,nt
O=C1CN(S(=O)(=O)c2ccccc2)CC(=O)N1CCc1ccccc1,-1,-5,2,-0.3,0,-28,-3,-5,28,98,nt
O=C(NC(=S)NC1CCCCC1)c1ccc(Cl)cc1,138*,-4,3,2.9,-11,0,-10,-4,0,104,0
Cc1ccc(-c2noc(CCC(=O)N3CCCc4ccccc43)n2)cc1,-8,-2,-9,1.0,-7,14,-13,-10,-14,nt,-3
CC(=NN=C(C)c1ccc(O)cc1)c1ccc(O)cc1,36,32,-4,2.2,2,-6,-2,nt,6,128,-3
CCN(CC)S(=O)(=O)c1cccc(-c2nnc(-c3ccc(C)cc3)o2)c1,nt,3,-6,-0.8,-10,-43,-1,-23,43,nt,-1
CC(Sc1nc(-c2ccccc2)cc(C(F)(F)F)n1)C(=O)Nc1sc2c(c1C#N)CCC2 (stereo not drawn),-3,-3,6,-0.4,0,-27,-3,-9,27,100,-5
OC(Cc1ccnc2ccccc12)C(Cl)(Cl)Cl (stereo not drawn),-8,-8,-1,-0.6,-5,9,4,nt,-9,90,-1
O=C(CSc1nc2ccccc2o1)NC1CCS(=O)(=O)C1 (stereo not drawn),-6,0,-10,3.2,-1,-16,0,5,16,nt,-2
O=C1CCc2cc(S(=O)(=O)Nc3ccc(F)cc3)ccc2N1,-12,-3,-2,-0.2,-17,18,-2,-6,-18,106,6&-1
COC(=O)C1CCN(C(=O)COC(=O)C2CCN(S(=O)(=O)c3ccc(C)c(C)c3)CC2)CC1,-1,-5,-7,-0.2,-1,21,-7,6,-21,101,-1
O=C(Cn1ncc2c([nH]c3ccccc32)c1=O)NCC1CCN(Cc2ccc(F)cc2)CC1,-2,9,-7,-0.7,-6,1,-5,26,-1,108,-4
O=C(OCC(=O)N1CCN(c2ccccc2)CC1)c1ccccc1OC(F)F,10,2,-1,-2.4,-10,-48,9,13,48,109,-1
Cc1ccccc1OCC(O)CN(CCO)Cc1ccccc1 (stereo not drawn),2,-30,-1,0.0,1,0,2,-8,0,101,nt
C[C@H](CO)N1C[C@H](C)[C@@H](CN(C)S(=O)(=O)c2ccccc2)Oc2ccc(NC(=O)Cn3cnnn3)cc2C1=O,-8,9,-2,1.8,3,21,2,14,-21,107,nt
C[C@]12C(=O)N(c3cccc(F)c3)C(=O)N1[C@H]1c3ccccc3OC[C@@H]1[C@H]2c1ccccc1,-10,-3,-9,0.0,-2,-14,-1,3,14,103,nt
O=C(Nc1ccc(S(=O)(=O)Nc2ncccn2)cc1)c1cc([N+](=O)[O-])ccc1Cl,nt,4,6,-0.1,-4,0,-1,3,0,116,1
Cc1cc(F)c(F)cc1C(=O)N1CCCC1,-5,-2,-7,0.1,0,8,3,nt,-8,98,1
FC(F)(F)c1cccc(Cc2noc(CN3CCCC(CN4CCCC4)C3)n2)c1 (stereo not drawn),-6,9,2,-0.9,-6,11,-7,13,-11,109,-4
Cc1noc(C)c1S(=O)(=O)N1CCCC(C(=O)N2CCN(C3CCCCC3)CC2)C1 (stereo not drawn),1,2,-6,2.4,5,-16,0,-7,16,110,nt
O=C(Nc1ccc(N2CCCCC2)cc1)c1cccnc1Cl,51,5,-2,-6.7,-8,11,-2,-5,-11,106,4
O=C(CC(NC(=O)C(F)(F)F)c1ccccc1)Nc1nnc(CCc2ccccc2)s1 (stereo not drawn),-2,8,-6,-0.7,-5,5,19*,-28,-5,83,0
Cc1ccc(CN2CCC(n3nccc3NC(=O)c3ccc4c(c3)OCO4)CC2)o1,-11,8,2,-4.5,7,18,-6,448,-18,120,1
COc1ccc(CNC(=O)NC(C)(C)c2cccc(C(C)(C)NC(=O)NCc3ccc(OC)cc3)c2)cc1,0,-2,3,-3.7,-7,18,1,4,-18,93,-4
COc1ccc(CN2CCNC(=O)C2CC(=O)NCc2cccc(C)n2)c(OC)c1 (stereo not drawn),-9,11,-6,6.5,0,nt,-6,-15,nt,106,10
CCOc1ccc(N(CC(=O)NC2CCCC2)C(=O)CCC(=O)Nc2ccccn2)cc1,nt,6,-10,1.8,-5,37,-4,6,-37,112,0
# Next section
SMILES,MITF TRPM1 HTS,Arrestin-AP2 inh,PKA-R1A activ,CDK5 p35 inh,PKA-R2B act,SR-BI uptake up,dFosB activator,SUMO Mot1 rescue,SR-BI HDL uptake,Pemphigus Ab inh,NSD2 HMT inh
O=c1cc(-c2cccs2)oc2ccc(Cl)cc12,58,16,-5,-3.7,3,14,-5,27,-14,103,0
Cc1ccc(NC(=O)COC(=O)Cn2cnc3c2c(=O)n(C)c(=O)n3C)cc1Cl,10,-9,5,0.5,-12,17,5,105,-17,120,30
COc1ccc2sc(N(CCN(C)C)C(=O)c3ccc4ccccc4c3)nc2c1,-6,43,-3,-0.8,0,-28,5,2,28,104,-1
O=C(NCc1ccccc1)c1cc(-c2ccco2)on1,50,2,-5,-0.6,-6,-13,7,86,13,105,25
COc1ccc(CNC(=O)CSc2nc(-c3ccccc3)cc(-c3cccs3)c2C#N)cc1,nt,9,7,-1.9,3,-39,?,nt,39,nt,-1
CC(C)(C)C(=O)N1CCN(c2c(Cl)cccc2[N+](=O)[O-])CC1,-9,1,-1,-7.0,-5,-17,4,-18,17,107,10
CSc1ccccc1NC(=O)c1cnc2scc(C)n2c1=O,41,-8,-3,2.5,1,-57,-3,19,57,95,nt
CCCCn1c(SCC(=O)N2CCCCC2C)nc2cc(S(N)(=O)=O)ccc21 (stereo not drawn),1,0,-13,-0.3,1,41,-4,-4,-41,nt,3
CN1CCN(CCOCCOc2c(Cl)cc(Cl)cc2Cl)CC1,nt,2,-9,-3.9,2,-2,0,0,2,110,-1
CCOC(=O)CSc1nc2ccccc2n1CC(=O)N(C(C)C)C(C)C,-4,27,-1,0.8,-7,26,-9,65,-26,93,-1
Cc1cc(OCC(=O)NC2CC(C)(C)NC(C)(C)C2)c2c(C)c(C)c(=O)oc2c1,4,4,7,1.7,-1,-4,-10,337,4,nt,-2
CCOC(=O)c1ccc(NC(=O)C(C)N2C(=O)c3ccccc3C2=O)cc1 (stereo not drawn),5,9,-5,1.9,-2,-7,2,-10,7,102,-2
CCCCOc1ccc(/C=N/NC(=O)C2CCCNC2=O)cc1 (stereo not drawn),-1,-8,0,0.3,6,13,-7,8,-13,nt,0
